# CaV13 ICDI inh – Disruptors of the CACNA1D IQ motif to Ca2+-dependent inactivation inhibitor domain association, primary screening, Förster resonance energy transfer in intact living …. HEK cells, CFP/YFP FRET ICDI-IQ, plate reader, 10 min; percent FRET-ratio fall versus neutral wells. inhibition, % at 12.3 µM. actives 0.098% (n = 340,000). AID 743397;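 active = mean replicate inhibition of at least 30% and at least 1% of replicates passing that level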;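 note: 0% = median of the neutral control wells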
# PDI inh – blocks human protein disulfide isomerase activity; actives 0.052% (n = 350,000); PDI insulin aggregation turbidity, A650, 90 min; P07237; AID 588391; inhibition, % at 10 µM;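 active = mean inhibition across replicates of 30% or more, whatever share of single replicates reach that level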;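 note: absorbance from insulin aggregation driven by PDI reduction with DTT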
# Target sequence (P07237 whole entry, looked up): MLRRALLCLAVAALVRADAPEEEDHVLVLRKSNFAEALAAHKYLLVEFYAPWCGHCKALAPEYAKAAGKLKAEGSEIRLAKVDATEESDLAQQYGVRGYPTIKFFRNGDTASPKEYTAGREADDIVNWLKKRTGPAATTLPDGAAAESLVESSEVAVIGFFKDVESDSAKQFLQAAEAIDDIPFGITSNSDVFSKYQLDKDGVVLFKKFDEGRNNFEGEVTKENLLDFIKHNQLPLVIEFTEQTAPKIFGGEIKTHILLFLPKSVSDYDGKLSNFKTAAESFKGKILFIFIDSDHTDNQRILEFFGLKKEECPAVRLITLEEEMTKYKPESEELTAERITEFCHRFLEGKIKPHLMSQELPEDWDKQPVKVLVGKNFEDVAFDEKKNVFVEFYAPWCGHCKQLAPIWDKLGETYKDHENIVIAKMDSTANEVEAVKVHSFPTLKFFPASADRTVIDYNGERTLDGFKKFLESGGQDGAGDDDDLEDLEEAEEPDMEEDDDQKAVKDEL
# NR2E3 ag-1 – agonists of human nuclear receptor NR2E3; Q9Y5X4; GST-NR2E3/biotin-RetCOR TR-FRET, 1536-well; inhibition of corepressor binding, % at 4.78 µM; actives 0.12% (n = 320,000); AID 2300;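 active = percent inhibition above the cutoff of mean plus 3 SD of all tested compounds, set per screening campaign, cut at about 20% in these data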;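 note: 0% = DMSO wells and 100% = biotin wells as full block of FRET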
#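 Test system – NR2E3–RetCOR corepressor complex · Quantity – NR2E3 fusion 1.35 nM · Buffer or medium – Tris pH 7.5 · Incubation – Compound–protein incubation for 5 h at 4 °C · Technique – TR-FRET, Eu(K)-anti-GST donor, streptavidin-D2 acceptor, ex 340, em 617/671 nm · Evaluation – percent inhibition of 671/617 nm emission ratio versus biotin and DMSO controls · Plate – 1536-well format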
# HIF-2a inh – HIF-2a inhibition; 786-0 RCC cells HIF-2a reporter, luciferase luminescence, overnight; inhibition, % at 18.8 µM; actives 0.72% (n = 360,000); AID 624352;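 active = inhibition of the luminescence signal of 40% or more relative to plate controls, in a single-dose primary screen at 18.75 µM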
# iPSC survival up – hiPSC single-cell survival enhancement; survival enhancement, % at 20 µM; actives 0.044% (n = 360,000); ATPlite luminescence; 100% = ROCK inhibitor wells, 0% = DMSO; in the data active = survival enhancement above about 18%;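 note: cells exposed to compounds for 16 hours before the ATP read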
# NR2E3 ag-2 – agonists of human NR2E3 nuclear receptor. Q9Y5X4. CHO-S Gal4-NCOR/VP16-NR2E3 two-hybrid, luciferase. inhibition of corepressor binding, % at 3.98 µM. actives 0.35% (n = 360,000). AID 602229;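 active = inhibition above the mean of all tested compounds plus 3 SD, cut at about 70% in these data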;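 note: 0% = DMSO with NR2E3 transfected cells and 100% = cells lacking NR2E3 construct; higher means lower luciferase signal from less NR2E3 corepressor binding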
# Peg3 prom inh – inhibitors of Peg3 promoter | inhibition, % at 20 µM | actives 1.7% (n = 360,000) | HeLa PEG-Prom luciferase reporter, luminescence, overnight;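 active = inhibition of at least 50% at 20 µM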
# m5-HT2A agonist – activates the mouse 5-HT2A serotonin receptor | P35363 | CHO-K1 mHTR2A beta-arrestin complementation, luminescence; percent of 30 µM serotonin response | activation, % at 7.6 µM | actives 0.66% (n = 360,000) | AID 624169;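 active = activation above a run cutoff, the mean activation of all tested compounds plus 3 SD, cut at about 14% in these data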;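 note: 0% = plate median of compound wells and 100% = 30 µM serotonin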
# Target sequence (P35363 whole entry, looked up): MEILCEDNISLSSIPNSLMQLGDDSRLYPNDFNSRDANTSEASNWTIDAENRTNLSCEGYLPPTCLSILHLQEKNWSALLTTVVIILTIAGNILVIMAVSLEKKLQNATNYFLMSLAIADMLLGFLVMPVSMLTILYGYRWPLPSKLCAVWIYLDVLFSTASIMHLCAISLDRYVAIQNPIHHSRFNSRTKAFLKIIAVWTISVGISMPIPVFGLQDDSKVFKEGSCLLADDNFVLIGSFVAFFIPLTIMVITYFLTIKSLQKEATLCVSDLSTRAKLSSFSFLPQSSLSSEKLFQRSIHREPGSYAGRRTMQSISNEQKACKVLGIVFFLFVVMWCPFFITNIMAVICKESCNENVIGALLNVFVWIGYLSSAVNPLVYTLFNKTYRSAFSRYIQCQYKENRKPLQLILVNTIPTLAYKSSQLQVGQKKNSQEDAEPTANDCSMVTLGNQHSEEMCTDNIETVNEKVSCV
# MITF TRPM1 inh – inhibitors of MITF-driven TRPM1 promoter in melanoma cells. SK-MEL-5 TRPM1 promoter luciferase, 24 h. inhibition, % at 12.5 µM. actives 0.83% (n = 330,000). AID 488899;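 active = mean inhibition across replicates of 60% or more, whatever share of single replicates reaches that level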; note: values of inactives mirror those of a sister screen read the other way
# Cardio protect – protects H9c2 cardiomyocytes from peroxide injury; H2O2 injury protection, ATPLite, 2 h; actives 0.63% (n = 360,000); protection from H2O2 cell death, % at 20 µM; AID 588492;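 active = compounds giving at least 50% protection of heart cells from peroxide-induced death in the single-dose screen, raw or plate-pattern-corrected value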;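 note: 0% = DMSO wells with peroxide and 100% = DMSO wells without peroxide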
# Shn3 3UTR inh – inhibitors of Schnurri-3 3'UTR reporter in osteoblasts | Clone20 osteoblast Shn3 3'UTR firefly luciferase, 24 h | inhibition, % at 12.5 µM | actives 0.52% (n = 360,000) | AID 588674;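 active = mean inhibition of at least 75% with every replicate also reaching 75%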;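 note: 0% = median of neutral control wells and 100% = pilot-screen positive control compound; some compounds past the cut are filed as inactive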
# * marks the source's active call; other numbers are inactive results; . = not tested or not shown.
SMILES,CaV13 ICDI inh,PDI inh,NR2E3 ag-1,HIF-2a inh,iPSC survival up,NR2E3 ag-2,Peg3 prom inh,m5-HT2A agonist,MITF TRPM1 inh,Cardio protect,Shn3 3UTR inh
O=C(CCc1ccccn1)N1CCCC(Nc2ccc(F)cc2)C1 (stereo unspecified),-7,-7,1,14,0.2,5,5,7,-3,-4,8
O=C(NCCO)C(F)(F)C(F)(F)C(F)(F)OC(F)(C(=O)NCCO)C(F)(F)F (stereo unspecified),-9,0,1,2,-0.9,-12,3,1,10,7,15
Fc1ccccc1Cc1noc(CN(Cc2ccccn2)CC2CCCO2)n1 (stereo unspecified),3,-4,1,-4,-0.4,-15,-4,0,-1,2,9
C=CCn1cccc(C(=O)Nc2ccc(F)cc2)c1=O,-2,-1,-2,-211,0.1,-57,-211,-1,-47,-5,-73
CCN(CC)S(=O)(=O)c1cc(NC(=O)COC(=O)CCC(=O)c2ccc(F)cc2)ccc1C,-14,-1,-2,21,-0.4,-21,15,-4,-5,-3,8
O=C(c1cccs1)N1CCn2c1nc1ccccc12,.,-6,2,-177,-3.0,-75,-201,-6,-81,-12,-74
Nc1c(Br)cc(Br)c2c1C(=O)c1c(cccc1S(=O)(=O)O)C2=O,-5,0,.,14,-1.7,0,12,-5,12,1,-3
O=C(COC(=O)c1ccc(S(=O)(=O)NCc2ccco2)cc1)Nc1ncc(Cl)cc1Cl,-4,4,0,2,0.5,-15,-2,0,-13,8,1
Cc1ccc(-n2c(C)nc3oc4ccccc4c(=O)c3c2=O)cc1,-3,12,0,-223,-3.7,-111,-239,-2,-9,0,-68
CC1CCCCC1NS(=O)(=O)CCNC(=O)c1ccc2c(c1)OCO2 (stereo unspecified),-4,-4,-1,6,0.0,-5,-14,8,-1,-1,-16
COc1ccc(C2C(C(=O)N3CCOCC3)CCC(=O)N2c2ccc(OC)cc2)cc1 (stereo unspecified),-6,1,0,-3,-1.1,-31,-5,-9,-10,2,-17
COc1ccc(N2CCN(C(=O)CCc3ccccc3)CC2)cc1,-21,2,0,17,0.3,14,26,0,-10,-1,-3
CCOC(=O)N1CCN(C(=O)c2ccc3nc(C)sc3c2)CC1,.,10,2,4,-1.1,-3,-12,8,7,6,-14
CC(C)CN(CC(C)C)S(=O)(=O)c1cc([N+](=O)[O-])ccc1N1CCCCCC1,.,4,2,17,-1.0,16,29,1,4,-17,45
CCOc1ccccc1NC(=O)c1ccc(CN2CCc3ccccc3C2)cc1,-2,14,3,10,-0.5,1,27,0,9,-6,1
CCCNC(=O)Cn1cnc2sc(C(=O)Nc3cc(OC)c(OC)c(OC)c3)c(C)c2c1=O,-8,-19,1,6,-0.5,8,-7,0,4,-1,10
O=C(CN1c2cccc3cccc(c23)S1(=O)=O)N1CCOCC1,-5,11,-2,14,-3.0,15,10,8,1,7,-1
CCSc1nc2c([nH]c3ccccc32)c(=O)n1C,-6,15,-2,19,1.1,8,15,10,8,1,14
COc1ccc(-c2csc(Nc3ccc(S(N)(=O)=O)cc3)n2)cc1OC,-2,-6,0,8,1.4,14,13,-2,18,6,6
CC1(C)CC(NCc2ccccc2)=CC(=S)N1,.,.,.,-13,-0.8,-3,8,-5,.,3,8
COc1ccccc1N1CCN(S(=O)(=O)c2c(C)[nH]c(=O)[nH]c2=O)CC1,-3,11,0,15,0.8,16,-6,-5,3,-6,-113
CN1CCN(C(=O)C2CC(c3ccc(F)cc3)=NO2)CC1 (stereo unspecified),-1,.,0,-29,-0.2,-17,-8,-1,-2,6,-4
Cc1cc(-c2nn3c(-c4ccccc4)nnc3s2)c2ccccc2n1,-3,-9,-7,1,4.0,29,26,3,-1,64*,-28
COc1ccc(-n2cc(-c3ccccc3)c3c(=S)nc[nH]c32)cc1,-2,1,1,-3,-0.1,-1,29,-7,18,72*,14
NC(N)=NC(=O)c1nc(Cl)c(N2CCCCCC2)nc1N,-5,-6,4,-268,3.5,-48,-151,-5,-125,-34,-96
COc1ccc(CN2C(=O)[C@@H]3C(c4ccc(F)cc4)=NO[C@@H]3C2=O)cc1,.,-5,1,15,-0.4,-15,0,3,-3,-2,-5
COC(=O)C(C)Oc1ccc2c(c1)O/C(=C\c1ccco1)C2=O (stereo unspecified),-2,-12,0,16,-0.3,-4,9,-1,-3,-1,-11
CN(C)c1nnnn1-c1ccc(Oc2ccccc2)cc1,3,-8,0,-9,-0.8,-7,8,1,-12,-6,14
Nc1c(C=C2C=CC(=O)C=C2)c(=O)nc2snc(SCc3ccccc3)n12,-6,22,4,-170,0.2,-60,-106,2,-9,8,-37
COC(=O)c1ccccc1NC(=S)N(Cc1ccc2c(c1)OCO2)Cc1cc2cc(C)ccc2[nH]c1=O,-15,10,-11,20,-0.6,-5,20,-1,-6,4,59

# At a glance, 4 of the compounds above.
SMILES,CaV13 ICDI inh,PDI inh,NR2E3 ag-1,HIF-2a inh,iPSC survival up,NR2E3 ag-2,Peg3 prom inh,m5-HT2A agonist,MITF TRPM1 inh,Cardio protect,Shn3 3UTR inh
NC(N)=NC(=O)c1nc(Cl)c(N2CCCCCC2)nc1N,-5,-6,4,-268,3.5,-48,-151,-5,-125,-34,-96
COc1ccc(CN2C(=O)[C@@H]3C(c4ccc(F)cc4)=NO[C@@H]3C2=O)cc1,.,-5,1,15,-0.4,-15,0,3,-3,-2,-5
COC(=O)C(C)Oc1ccc2c(c1)O/C(=C\c1ccco1)C2=O (stereo unspecified),-2,-12,0,16,-0.3,-4,9,-1,-3,-1,-11
CN(C)c1nnnn1-c1ccc(Oc2ccccc2)cc1,3,-8,0,-9,-0.8,-7,8,1,-12,-6,14

# (next part)
SMILES,CaV13 ICDI inh,PDI inh,NR2E3 ag-1,HIF-2a inh,iPSC survival up,NR2E3 ag-2,Peg3 prom inh,m5-HT2A agonist,MITF TRPM1 inh,Cardio protect,Shn3 3UTR inh
COc1cc(OC)c(-c2nc3cnccc3n2C)cc1OC,-4,14,0,0,0.7,-20,18,2,6,2,21
COc1ccccc1N1CCN(C(=O)c2cc3c(=O)n4ccccc4nc3s2)CC1,-6,-6,-1,-12,0.1,-19,2,-2,0,17,-3
CC(=O)c1ccccc1OCCCN1CCCCC1,-7,2,1,-11,-0.3,-3,-19,-6,-17,53*,-4
Cc1oc2c(CN3CCCCC3C)c(O)ccc2c(=O)c1-c1ccc(Br)cc1 (stereo unspecified),-3,-5,.,16,0.5,-20,12,-10,2,3,-1
NS(=O)(=O)c1ccc(-n2nncc2-c2ccco2)cc1,-4,-2,6,13,0.2,-11,7,6,3,2,-1
COc1ccc(OC)c(NC(=O)CSc2nnc3ccc(-c4ccccn4)nn23)c1,-3,-6,-4,13,0.3,2,-13,6,15,4,14
CC1=C(C(=O)N(C)C)CC(CC(=O)NCCN2CCOCC2)C(=O)N1Cc1ccccc1 (stereo unspecified),-2,2,.,12,1.4,-18,10,0,.,-3,-16
N#Cc1c(C(F)(F)F)cc(-c2cccc(Cl)c2)[nH]c1=O,-3,-2,0,-3,0.4,30,18,5,-2,-17,-11
OC(COc1ccc(Br)cc1)Cn1ccnc1 (stereo unspecified),-18,4,-3,11,2.4,8,5,0,-15,6,-10
C/C(=N/NC(=O)Cc1cccc2ccccc12)c1cccs1,-1,9,-2,12,2.5,-7,-2,-2,9,-16,38
CCOc1ccc(C)cc1S(=O)(=O)Nc1ccc(Cl)cn1,-10,-4,1,5,2.6,5,15,-5,-2,0,4
CCCC(=O)Nc1ccc(C(=O)Nc2nc(CC(=O)OCC)cs2)cc1,-8,-7,3,-3,-0.9,4,-4,-3,-17,3,2
O=C(Nc1nnc(-c2ccncc2)o1)c1ccc2ccccc2c1,-7,-6,5,-30,-0.3,9,-2,-9,2,18,-11
CC(C)CCNC(=O)C(NS(=O)(=O)c1ccc2c(c1)c(=O)n(C)c(=O)n2C)c1ccccc1 (stereo unspecified),-7,4,2,10,-0.2,3,13,-2,15,4,-25
Cc1[nH]c(=O)[nH]c(=O)c1S(=O)(=O)N1CCN(c2cccc(Cl)c2)CC1,-5,6,3,12,1.4,-20,17,2,0,-1,1
CCC(Sc1nc2ccc(N)cc2s1)C(=O)Nc1nccs1 (stereo unspecified),-5,-2,3,-20,-0.4,-4,-9,1,3,-3,0
Cc1c(C(=O)NCCSCc2c(F)cccc2Cl)cnn1-c1ccc(Cl)cc1,-21,-4,-2,-1,-0.2,1,-6,-6,3,-2,22
C[C@H]1CN(S(=O)(=O)c2ccc3c(c2)OCCO3)CCN1S(=O)(=O)c1c(F)cccc1F,-4,5,.,7,3.9,10,15,0,1,7,-4
CCOC(=O)c1ccc(N2C(=O)C3C(C2=O)C(C(=O)c2ccc(Cl)cc2)N2CCCC32)cc1 (stereo unspecified),-6,4,1,7,-0.1,-11,16,3,20,13,3
CCCCCC(O)(CCN1CCCCC1)c1ccc(OCC)cc1 (stereo unspecified),-3,0,-5,9,-2.5,-7,-2,-3,-5,4,1
CCN1C(=O)[C@H]2[C@@H](c3ccc(-c4ccc(C(C)=O)cc4)cc3)N3CCC[C@@]3(C(=O)OC)[C@H]2C1=O,-9,-2,3,-6,-0.5,4,1,-3,-12,4,16
CCOc1ccc(Br)cc1S(=O)(=O)NC1CCCC1,-6,1,1,13,1.1,-2,16,-3,-5,-4,-1
Cc1ccc(N2CC(C(=O)NCCS(=O)(=O)N3CCN(c4ccccc4F)CC3)CC2=O)cc1 (stereo unspecified),-2,1,0,15,-0.4,-10,6,7,8,-7,0
Nc1nc(SCC(=O)Nc2cc(C(F)(F)F)ccc2N2CCOCC2)n[nH]1,.,1,-1,1,0.3,-6,-2,-1,12,7,-12
Cc1ccc(NC(=O)CC2S/C(=N/N=C3\CCCc4ccccc43)NC2=O)cc1 (stereo unspecified),-13,5,2,-1,-3.1,-14,11,3,-13,-4,17
CCN(CC)C(=O)C(C)OC(=O)COc1ccc(Cl)cc1C (stereo unspecified),-6,-2,3,10,0.2,-1,-3,0,-4,-3,4
CC(C)OC(=O)NCCOC(=O)Nc1ccc(Cl)c(Cl)c1,-5,0,-1,-17,1.9,64,-10,4,6,-28,27
Cc1cc(Br)c(NC(=O)CN2C(=O)NC3(CCOc4ccccc43)C2=O)c(Br)c1 (stereo unspecified),-2,5,.,9,2.5,-19,2,3,.,2,1
O=C(c1ccc(-c2ccccc2)cc1)N1CCC2CC1c1cc(-c3ccc4c(c3)OCO4)ccc12 (stereo unspecified),-6,.,.,-19,0.1,-20,6,-2,.,-2,1
Cc1[nH]n(-c2ccccc2)c(=O)c1N=Nc1c(O)cc(S(=O)(=O)N(C)C)c2ccccc12,-5,6,-1,-13,-0.3,-3,62*,5,58,15,80
COc1cc(NC(=S)N2CCCC(CO)C2)cc(OC)c1 (stereo unspecified),-5,0,1,-19,-1.9,-14,0,2,5,-5,-13

# Random draw from the library; any-hit rate near 3.9%.
